Source: PubChem (Broad Institute)
NSD2 inh – inhibitors of human histone methyltransferase NSD2; O96028; NSD2 peptide methylation, AlphaScreen, 120 min; inhibition, % at 12.5 µM; hit rate 0.54% among 310,000; AID 743445; in the data active means inhibition above about 50%
Target sequence (O96028 whole entry, looked up): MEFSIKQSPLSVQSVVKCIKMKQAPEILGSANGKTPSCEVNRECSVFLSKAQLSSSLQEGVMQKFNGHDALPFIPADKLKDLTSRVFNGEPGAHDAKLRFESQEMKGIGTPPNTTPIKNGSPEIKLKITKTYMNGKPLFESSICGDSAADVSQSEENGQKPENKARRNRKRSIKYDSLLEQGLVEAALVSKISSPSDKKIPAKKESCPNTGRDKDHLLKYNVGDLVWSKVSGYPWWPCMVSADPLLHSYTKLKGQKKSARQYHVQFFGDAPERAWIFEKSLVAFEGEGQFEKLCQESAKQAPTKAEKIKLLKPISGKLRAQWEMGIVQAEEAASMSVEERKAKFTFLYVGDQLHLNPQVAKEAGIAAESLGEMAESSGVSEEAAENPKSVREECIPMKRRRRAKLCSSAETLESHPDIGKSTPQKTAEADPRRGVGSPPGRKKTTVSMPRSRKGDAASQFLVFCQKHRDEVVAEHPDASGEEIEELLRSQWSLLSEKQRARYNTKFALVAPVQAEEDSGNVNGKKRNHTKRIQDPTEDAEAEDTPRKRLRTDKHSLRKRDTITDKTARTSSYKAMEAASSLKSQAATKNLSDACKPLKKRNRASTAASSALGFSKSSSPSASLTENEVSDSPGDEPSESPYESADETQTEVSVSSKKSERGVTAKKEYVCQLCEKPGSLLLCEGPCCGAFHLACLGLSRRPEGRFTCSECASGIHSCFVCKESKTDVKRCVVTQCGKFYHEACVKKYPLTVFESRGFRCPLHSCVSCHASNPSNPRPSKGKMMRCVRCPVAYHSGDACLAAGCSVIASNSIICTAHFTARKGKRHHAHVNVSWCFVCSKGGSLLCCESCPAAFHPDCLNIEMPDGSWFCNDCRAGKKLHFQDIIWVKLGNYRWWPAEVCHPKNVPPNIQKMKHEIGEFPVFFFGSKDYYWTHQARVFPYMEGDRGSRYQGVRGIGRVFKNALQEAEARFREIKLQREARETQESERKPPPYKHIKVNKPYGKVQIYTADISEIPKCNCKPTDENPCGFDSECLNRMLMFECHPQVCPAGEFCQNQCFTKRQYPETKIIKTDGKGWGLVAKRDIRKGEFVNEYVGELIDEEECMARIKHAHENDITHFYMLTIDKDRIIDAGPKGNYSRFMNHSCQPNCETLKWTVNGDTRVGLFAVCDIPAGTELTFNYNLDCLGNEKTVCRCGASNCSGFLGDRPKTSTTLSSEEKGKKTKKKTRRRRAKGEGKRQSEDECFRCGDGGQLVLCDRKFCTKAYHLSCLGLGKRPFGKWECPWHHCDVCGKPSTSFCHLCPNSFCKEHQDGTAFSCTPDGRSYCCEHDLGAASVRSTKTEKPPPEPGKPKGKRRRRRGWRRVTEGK
* marks the source's active call; other numbers are inactive results. A portion of the library, so the mix of outcomes need not match the whole.

SMILES	NSD2 inh
CC(C)C1CC(N(C)C)=CC(=S)N1 (stereo not drawn)	-2
CC1(C(=O)Nc2ccc3c(c2)OCCO3)CCN1Cc1ccc(-c2ccccn2)cc1 (stereo not drawn)	-3
CCCC1CCC2(CCCN2CCOC(=O)Nc2ccc(OC)cc2)CC1 (stereo not drawn)	1
CCN(CC)C(=O)c1cccc(-c2csc(C(C)(O)c3ccncc3)n2)c1 (stereo not drawn)	0
CC1(Cc2ccccc2OC(F)(F)F)C(=O)Nc2ccc(-c3ccsc3)cc21 (stereo not drawn)	8
CC(=O)NC(c1ccc(F)c(F)c1)c1nc(-c2ccc(F)c(Cl)c2)cs1 (stereo not drawn)	6
Cc1ccc(C)c(NC(=O)Cn2nnc(-c3ccncc3)n2)c1	0
Fc1ccc2[nH]c3c(N4CCc5ccccc5C4)ncnc3c2c1	-1
O=C(NCc1ccccc1)C(c1ccco1)N1CCN(c2ccccc2F)CC1 (stereo not drawn)	1
O=C(CS(=O)(=O)c1ccccc1)CS(=O)(=O)c1ccccc1	-2
COCOc1cccc(CN2CCC2(C)C(=O)Nc2ccc(C)cc2)c1 (stereo not drawn)	-8
CCOC(=O)N1CCN(C(=O)C[C@@H]2C[C@@]3(C(=O)OC)CCCCC=C3N(CCc3ccc(OC)c(OC)c3)C2=O)CC1	0
COc1ccc(C2CC(c3cccs3)=NN2c2ccc(C=O)cc2)cc1 (stereo not drawn)	-9
COc1ccc2nc(Sc3c([N+](=O)[O-])nc(C)n3Cc3ccccc3)[nH]c2c1	0
CN(c1cccnc1)c1ccc(NC(=O)CCc2c[nH]c3ccccc23)cc1Br	2
CCN(CC)C(=O)c1ccc2sc([C@@H]3O[C@H](CO)[C@H](O)[C@H](O)[C@H]3O)nc2c1	-5
COCCNC(=O)C1(C)CCN(C(=O)c2sc(-c3ccccc3)nc2C)C1 (stereo not drawn)	0
CC(=C1N=C(c2ccccc2)OC1=O)c1cccs1	8
CC(C)Nc1ncnc2c1ncn2[C@H]1CN(Cc2ccco2)C[C@@H](CO)O1	-2
COc1ccc(OC)c(NC(=O)C2(C)CCN2CCc2ccccc2)c1 (stereo not drawn)	2

5 entries already listed, ordered by the number in NSD2 inh, high to low:
| canonical_smiles | NSD2 inh |
| --- | --- |
| CC(=C1N=C(c2ccccc2)OC1=O)c1cccs1 | 8 |
| COCCNC(=O)C1(C)CCN(C(=O)c2sc(-c3ccccc3)nc2C)C1 (stereo not drawn) | 0 |
| CC(C)Nc1ncnc2c1ncn2[C@H]1CN(Cc2ccco2)C[C@@H](CO)O1 | -2 |
| COCOc1cccc(CN2CCC2(C)C(=O)Nc2ccc(C)cc2)c1 (stereo not drawn) | -8 |
| COc1ccc(C2CC(c3cccs3)=NN2c2ccc(C=O)cc2)cc1 (stereo not drawn) | -9 |

Other structures.
SMILES	NSD2 inh
COc1cc(/C=C2\C(=N)N3N=C(S(C)(=O)=O)SC3=NC2=O)ccc1OS(=O)(=O)c1ccccc1	22
Cc1ccc(CSc2nnc(-c3cccs3)o2)cc1C	-7
CCCCNC(=O)C1(C)CCN1C(=O)c1ccc2c(c1)CCO2 (stereo not drawn)	2
CCCCN1CCCCC1(C)C(=O)NCc1cccc(OC)c1 (stereo not drawn)	-1
CC1(C(=O)Nc2cccc(OC(F)(F)F)c2)Cc2c(-c3ccc4c(c3)OCO4)ccnc2O1 (stereo not drawn)	2
COCCCNC(=O)c1csc([C@@H]2C[C@H](O)[C@@H](CO)O2)n1	0
CC1(C(=O)NS(=O)(=O)c2cccc(Cl)c2)CCN1C(=O)Cc1ccccc1 (stereo not drawn)	0
O=C1NC(c2ccccc2)(c2ccccc2)C(=O)N1CNc1ccccn1	2
N#Cc1nc(-c2ccc(F)cc2)oc1NCCCn1ccnc1	0
Cc1ccc(C=Nn2c(-c3n[nH]c4c3CCC4)n[nH]c2=S)o1	6
CCOc1ccc(-n2c(SCC(=O)Nc3cccc4ccccc34)nnc2-c2ccccc2)cc1	-2
CC(C)(C)CNC(=O)C1(C)CCN1C(=O)C1(c2ccccc2)CC1 (stereo not drawn)	19
Cc1c(C(=O)NCCN(C)C)n(C)c(=O)c2ccccc12	1
CC1(C(=O)NCc2cccc(C(F)(F)F)c2)CCN1C1Cc2ccccc2C1 (stereo not drawn)	-1
COc1cc(-c2coc3c(C(=O)NCc4ccc(N(C)C)cc4)cccc23)ccc1O	-4
O=C(Nc1c(Cl)c(C2CC2)nn1-c1ccccc1)C(Cl)(Cl)Cl	-12
O=C(CSc1nnc(-c2ccccn2)n1-c1ccc(Cl)cc1)Nc1ccccc1-c1ccccc1	-3
CC(C)c1ccc(NC(=O)Nc2nnc([C@H]3C[C@H](O)[C@@H](CO)O3)s2)cc1	1
O=C(CNS(=O)(=O)c1ccc(Cl)s1)N1CCN(c2ccccn2)CC1	-4
CCc1ccc(-c2nn(-c3ccccc3)cc2CSC(=N)N)cc1	-2
COc1ccc(OC)c(-n2c(=S)[nH]c3cc(C(=O)NCCCN4CCCC4=O)ccc3c2=O)c1	-4
COc1ccc(-n2c(Cc3cccs3)nnc2SCC(=O)Nc2ccc(OCc3ccccc3)cc2)cc1	4
CCC(=O)N1CCC1(C)C(=O)Nc1ccc2scnc2c1 (stereo not drawn)	-28
Nc1ncnc2c1ccn2[C@H]1CN(Cc2ccc(Cl)cc2)C[C@@H](CO)O1	0
CCOC(=O)CN1C(=O)[C@]2(OCCC=C[C@H]2C)c2c(Br)cccc21	-1
COc1ccc(-n2c(SCC(=O)Nc3ccccc3-c3ccccc3)nnc2-c2ccccc2)cc1	1
N#Cc1ccccc1N1CCN(C(=O)C2CCN(c3ncnc4c3sc3cccc(F)c34)CC2)CC1	-2
COc1cccc(C(O)c2nc(/C=C/c3ccccc3)cs2)c1 (stereo not drawn)	-3
COc1cc(C(=O)N2CCCCC2c2cc(C(=O)NCc3cccnc3)no2)cc(OC)c1C (stereo not drawn)	3
CCCNC(=O)C1(C)CCN(Cc2cc(-c3ccccc3)on2)C1 (stereo not drawn)	-1
CCCCn1c(=N)n(CC(=O)c2ccc([N+](=O)[O-])cc2)c2ccccc21	-1
COc1ccc(-c2cc(N3CCN(CCO)CC3)n3nccc3n2)cc1	1
Cc1nnc2nc(N)[nH]n2c1=O	-2
CCOc1ccc(-n2c(COc3ccccc3)nnc2SCC(=O)Nc2ccc3c(c2)OCCO3)cc1	-5
CC(C)N1CCCCC(NC(=O)COCc2ccccc2)C1=O (stereo not drawn)	-1
COc1cc(C(=O)N2CCCCC2c2cc(C(=O)N3CCOCC3)no2)cc(OC)c1C (stereo not drawn)	1
CCn1nccc1NC(=O)c1csc([C@@H]2O[C@H](CO)[C@H](O)[C@H](O)[C@H]2O)n1	-5
Cc1ccc(C2c3c(n[nH]c3C)C(=O)N2c2ccccc2)cc1 (stereo not drawn)	0
CCOc1cccc(C=NNC(=O)C(=O)Nc2cccc(C(F)(F)F)c2)c1O	2
CSc1cccc(NC(=S)NN/C(=N/S(=O)(=O)c2ccccc2)N2CCCC2)c1	1

Structural class, the compounds so far with an NH in an aromatic ring (seven)
SMILES	NSD2 inh
Fc1ccc2[nH]c3c(N4CCc5ccccc5C4)ncnc3c2c1	-1
COc1ccc2nc(Sc3c([N+](=O)[O-])nc(C)n3Cc3ccccc3)[nH]c2c1	0
CN(c1cccnc1)c1ccc(NC(=O)CCc2c[nH]c3ccccc23)cc1Br	2
Cc1ccc(C=Nn2c(-c3n[nH]c4c3CCC4)n[nH]c2=S)o1	6
COc1ccc(OC)c(-n2c(=S)[nH]c3cc(C(=O)NCCCN4CCCC4=O)ccc3c2=O)c1	-4
Cc1nnc2nc(N)[nH]n2c1=O	-2
Cc1ccc(C2c3c(n[nH]c3C)C(=O)N2c2ccccc2)cc1 (stereo not drawn)	0

(continued)
SMILES	NSD2 inh
CCC1(C)Cc2c(sc3nc(SC)[nH]c(=S)c23)CO1 (stereo not drawn)	28
Cc1cccnc1C(c1ccc(F)cc1)N(C)C(=O)C1CCN(CCOc2ccc(Cl)cc2Cl)CC1 (stereo not drawn)	0
Cn1cc(-c2ccc3c(c2)OCO3)c2ccccc21	4
CN(C)CCCNCC(=O)NN(c1ccccc1)c1ccccc1	23
COc1ccc(NC(=O)C2(C)CCN2Cc2ccc(OC)c3ccccc23)cc1OC (stereo not drawn)	5
O=C(N[C@H](Cc1ccccc1)C(=O)NCc1ccc2c(c1)OCO2)[C@H]1O[C@@H](n2ccc(=O)[nH]c2=O)[C@H](O)[C@@H]1O	1
CCN(CC)Cc1cc(Oc2ccc(O)c(CN(CC)CC)c2)ccc1O	18
CC1(C(=O)Nc2cccc(NS(C)(=O)=O)c2)Cc2c(-c3ccc(C(N)=O)cc3)ccnc2O1 (stereo not drawn)	1
COc1cccc(C(C)(O)c2nc(-c3cncnc3)cs2)c1 (stereo not drawn)	-1
Cc1cnc(CNC(=O)c2ccc3sc([C@@H]4O[C@H](CO)[C@H](O)[C@H](O)[C@H]4O)nc3c2)cn1	-1

Compounds from the list above with a furan ring, fused or not (4):
SMILES	NSD2 inh
O=C(NCc1ccccc1)C(c1ccco1)N1CCN(c2ccccc2F)CC1 (stereo not drawn)	1
CC(C)Nc1ncnc2c1ncn2[C@H]1CN(Cc2ccco2)C[C@@H](CO)O1	-2
Cc1ccc(C=Nn2c(-c3n[nH]c4c3CCC4)n[nH]c2=S)o1	6
COc1cc(-c2coc3c(C(=O)NCc4ccc(N(C)C)cc4)cccc23)ccc1O	-4

Next structures follow:
SMILES	NSD2 inh
COCCNC(=O)C1CCCN(Cc2ccc(C#N)cc2)CC1 (stereo not drawn)	-3
Cc1ccccc1S(=O)(=O)NC(=O)C1(C)CCN1C(=O)CC1CCCC1 (stereo not drawn)	-5
Cc1cc(NC(=O)c2ccc3sc([C@@H]4O[C@H](CO)[C@H](O)[C@H](O)[C@H]4O)nc3c2)n(C)n1	-2
c1ccc2cc3[nH]c(CNc4nc(N5CCOCC5)nc5c4ncn5-c4ccsc4)nc3cc2c1	-1
O=S(=O)(c1ccc(Br)s1)N1CCC(c2nc3ccccc3o2)CC1	1
O=C(OCC#CCSc1nnc(-c2ccco2)o1)c1ccc(F)cc1	-2
OC(c1ccccc1)(c1nc(-c2ccc(F)c(Cl)c2)cs1)C(F)(F)F (stereo not drawn)	3
O=C(Nc1ccc(OCCO)cc1)c1csc([C@@H]2C[C@H](O)[C@@H](CO)O2)n1	-1
COCCN1C[C@@H](CO)O[C@@H](n2cnc3c(NCC(C)C)ncnc32)C1	6
COc1ccc(C=C(C#N)C(=O)c2ccccc2)cc1	17
CCc1nc2c(OCc3ccc(OC)cc3)cccn2c1N(C)C(=O)c1ccco1	1
O=C(NCc1ccccc1Cl)c1ccc2sc([C@@H]3O[C@H](CO)[C@H](O)[C@H](O)[C@H]3O)nc2c1	11
Cc1ccc(-c2ccc(/C=N/NC(=O)c3ccccc3O)o2)cc1	-1
CCc1nc2ccc(C(=O)NC(C)(C)C)cn2c1N(CC)Cc1cccc(Br)c1	4
Cc1cc(C(=O)N2CCC2(C)C(=O)NS(=O)(=O)c2cccc(OC(F)F)c2)nn1C (stereo not drawn)	6
O=c1oc2ccc([N+](=O)[O-])cc2c(N2CCOCC2)c1[N+](=O)[O-]	-5
CCOc1ccccc1NC(=O)CSc1nnc(SCc2ccccc2)s1	-2
COc1cc(C=C2C(=O)c3ccccc3C2=O)ccc1OCC(=O)N1CCOCC1	4
CC(C)c1cccc(-c2csc(C(O)c3ccccc3)n2)c1 (stereo not drawn)	-3
O=C1c2ccccc2C(=O)C1C1=Nc2ccccc2NC(c2ccccc2)C1 (stereo not drawn)	2
O=C(Nc1cccc(OC(F)(F)F)c1)c1ccc(-c2cccnc2)c2ccoc12	-3
O=C(NCc1ccccc1)Nc1nnc([C@@H]2C[C@H](O)[C@@H](CO)O2)s1	-3
CC(=O)Nc1ccc(CNc2nc3cc(-c4ccccc4C)sc3c(=O)n2C)cc1	11
O=C(NCc1ccc(C(=O)N2CCOCC2)cc1)c1cccc(Br)c1	29
CSc1ccccc1-c1ccc2nccn2c1	2
O=C(CSc1nc2ccccc2n1Cc1ccccc1Cl)N/N=C\c1cccc(Oc2ccccc2)c1	0
CCN1C(=O)C2(C(C(=O)c3cc4ccccc4o3)=C(O)C(=O)N2CCCN(C)C)c2ccccc21 (stereo not drawn)	-3
Cn1c(=O)c2c(nc(CN3CCN(c4ccccc4)CC3)n2CCCc2ccccc2)n(C)c1=O	3
O=C(NCC1CCCCC1)c1csc([C@@H]2C[C@H](O)[C@@H](CO)O2)n1	-3
COc1cccc(C(C)(O)c2nc(-c3ccc4c(c3)OCO4)cs2)c1 (stereo not drawn)	-3
Cc1noc(C)c1C(=O)N1CCC1(C)C(=O)NS(=O)(=O)c1cccc(OC(F)F)c1 (stereo not drawn)	10
CNc1cncc(-c2cccc(O)c2)n1	-1
CCCCN(C)c1c(C)nc2ccc(C(=O)NCCCn3ccnc3)cn12	0
NC(c1csc(Nc2cnccn2)n1)c1ccccc1Cl (stereo not drawn)	4
CCNC(=O)C1CCCN(Cc2ccc(OCc3ccccc3)cc2)CC1 (stereo not drawn)	2
CCOC(=O)C1(C)CCN1C(=O)c1c(F)cccc1F (stereo not drawn)	-3
CCn1c(COc2ccccc2)nnc1SCC(=O)Nc1ccc(S(=O)(=O)Nc2cc(C)nc(C)n2)cc1	1
CCc1nc2ccc(C(=O)NCc3ccccc3OC)cn2c1N(CC)CCN(C)C	0
COc1ccc(NC(=O)C2(C)Cc3c(-c4ccc5c(c4)OCO5)ccnc3O2)cc1OC (stereo not drawn)	5
Cc1ccc(-c2nnc(SCC(=O)Nc3ccc(-c4nc5ccc(C)cc5s4)cc3)n2Cc2ccco2)cc1	2
COCCN(Cc1ccc(OC)cc1)c1c(C)nc2ccc(C(=O)Nc3ccc(NC(C)=O)cc3)cn12	7
Nn1c(SCC(=O)Nc2ccccc2-c2ccccc2)nnc1-c1n[nH]c2c1CCC2	1
O=C(NCc1cccc(C(F)(F)F)c1)c1csc([C@@H]2O[C@H](CO)[C@H](O)[C@H](O)[C@H]2O)n1	-1
COCCNC(=O)C1(C)CCN(C(=O)c2cccc(C)c2C)C1 (stereo not drawn)	-1
CCCCNC(=O)C1(C)CCCCN1C(=O)c1cccs1 (stereo not drawn)	-2
CCC(=O)N(Cc1ccccc1)c1ccccc1C(=O)Nc1cc(OC)ccc1OC	-3
CC(C)c1ccc(CC(=O)N2CCC2(C)C(=O)Nc2ccc3c(c2)OCO3)cc1 (stereo not drawn)	0
Cc1cccc(S(=O)(=O)NC(=O)C2(C)CCN2C(=O)Cc2ccc(C(C)(C)C)cc2)c1 (stereo not drawn)	-2
